MRP reversal – reverses drug resistance mediated by MRP; H69AR cells + 2 uM doxorubicin, CellTiter-Glo, 72 h; differential viability (reversal), % at 10 µM; 0.04% of 85,000 active; AID 602;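 active = viability drop by adding the cancer drug above about 55%, with treated viability meeting a 40% cutoff, limit read from the data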;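 also: viability without doxorubicin minus viability with 2 µM doxorubicin for each compound; larger differential means the compound sensitizes cells more to doxorubicin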
PLAP inhibitors HTS – inhibition of human placental alkaline phosphatase – biochemical, luminescence, HTS (AID 690) | purified PLAP, luminescent substrate; higher % means a stronger effect | inhibition, % at 20 µM; hits with a dose series show IC50 in µM | 0.08% of 96,000 active; in the data active = a potency from the dose series; inactive = the rest, 99 in 100 with inhibition below about 30%; also: strong numbers were not always called active
NFkB transloc inh – blocks IL-1B driven NFkB nuclear translocation in HUVEC cells; 0.43% of 94,000 active; HUVEC IL-1B NFkB p65 nuclear translocation imaging; AID 796; inhibition, % at 2 µM;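 active = inhibition above about 30% together with a positive call from visual inspection of the well image, limit read from the data; inconclusive = inhibition above a set limit but visual check negative; inactive = inhibition not above a set limit, visual check negative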;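 also: nuclear over cytoplasmic p65 intensity ratio measured by imaging; 0% = IL-1B stimulated DMSO wells and 100% = unstimulated DMSO wells; values of inactives mirror those of a sister screen read the other way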
IL1B NFkB pot – enhances IL-1B driven NFkB nuclear translocation; HUVEC IL-1B NFkB p65 nuclear translocation imaging; activation, % at 2 µM; 0.3% of 94,000 active;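 active = activation above 40%, about the mean plus 3 SD, also judged a hit on visual image review; inconclusive = activation above 40% but not a hit on visual review; inactive = activation not above 40% and no visual hit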;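 also: percent activation is computed from the nuclear over cytoplasmic p65 intensity ratio; values of inactives mirror those of a sister screen read the other way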
Bcl-B TR3 displacers – displacers of TR3 peptide from Bcl-B, primary screen, selectivity assay for Bfl-1 inhibitor project, biochemical, fluorescence polarization. FP displacement of FITC-TR3 peptide from Bcl-B; higher % means a stronger effect. one-dose displacement, % at 20 µM; IC50 in µM for titrated hits. 0.11% of 96,000 active. AID 748;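 active = displacement above 50% at 20 µM plus a fluorescence interference ratio under 1.5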;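 also: plate controls were wells without compound for no effect and wells lacking Bcl-B protein for full effect; a part of the inactive calls stands beside numbers as strong as those of hits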
MRP reversal cytotoxicity – further read-out of MRP reversal, marked with its call; viability, %; H69AR cells, CellTiter-Glo, 72 h; measured here: cytotoxicity without doxorubicin
MRP reversal with doxorubicin – second read-out of MRP reversal, no call of its own (marks repeat the call); viability, %; measured here: viability with 2 uM doxorubicin; stronger effect = lower value
NFkB transloc inh cell count 2 µM – second read-out of NFkB transloc inh, no call of its own (marks repeat the call); cell count; measured here: cells passing quality filter;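 raw number of nuclei counted in each imaged well without normalization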
IL1B NFkB pot cell count 2 µM – second read-out of IL1B NFkB pot, no call of its own (marks repeat the call); cell count; measured here: cells passing quality filter
Active calls of the source: *; ? = inconclusive; . = no result given.

SMILES	MRP reversal	MRP reversal cytotoxicity	MRP reversal with doxorubicin	PLAP inhibitors HTS	NFkB transloc inh	NFkB transloc inh cell count 2 µM	IL1B NFkB pot	IL1B NFkB pot cell count 2 µM	Bcl-B TR3 displacers
O=C(Nc1cccc2cccnc12)c1cccnc1	-31	73	104	8%	-30	126	30	126	9%
O=S(=O)(Nc1ccc(O)c(Sc2nc3ccccc3s2)c1)c1ccc(Cl)cc1	.	.	.	7%	-4	157	-1	149	-14%
Cc1ccc(CNC(=O)c2cccc(OCc3c(C)noc3C)c2)cc1	5	72	67	-8%	13	112	-13	112	1%
CCOC(=O)CN1CC23C=CC(O2)C(C(=O)Nc2cc(OC)ccc2OC)C3C1=O (stereo unspecified)	3	96	93	-20%	.	.	.	.	-1%
CCNS(=O)(=O)c1ccc(OC)c(C)c1	2	104	101	15%	63*	16*	-63	16	4%
Cc1ccc2occ(C3N[C@H](C(=O)O)CS3)c(=O)c2c1 (stereo partly specified)	.	.	.	-24%	4	171	-4	171	-7%
O=C(O)C1CCCCN1S(=O)(=O)c1ccc2ccccc2c1 (stereo unspecified)	.	.	.	-32%	6	147	-6	147	-2%
COc1cccc(OC)c1OCCCCCc1c(C)n[nH]c1C	6	90	84	-62%	23	136	-23	136	-6%
O=C(CN1C(=O)c2ccccc2S1(=O)=O)NCc1ccc2c(c1)OCO2	-13	97	110	.	2	112	-2	112	.
O=C1c2ccccc2C(=O)N1CSc1ncccn1	-1	102	103	-9%	.	.	.	.	2%
Cc1nn2c(-c3cccc(NC(=O)c4ccco4)c3)nnc2c2ccccc12	.	.	.	-21%	-2	96	2	96	4%
COc1cc(NC(=S)NC(=O)c2c(OC)cccc2OC)ccc1NC(=O)c1cccs1	.	.	.	17%	-3	165	3	165	-4%
Cc1cccc(Nc2nc(N)nc(CSc3nccc(C)n3)n2)c1	-17	95	112	20%	14	133	-14	133	-1%
O=C(c1ccc(COc2ccccc2Br)o1)N1CCCCCC1	2	84	82	-12%	2	151	-2	151	-4%
CCN(CC)CCN1C(=O)C(=O)/C(=C(/O)c2ccc(OC)cc2)C1c1cccs1 (stereo unspecified)	.	.	.	-36%	-5	115	5	115	-8%
CCC(=O)N1CCc2cc(Br)cc(S(=O)(=O)N3CCN(C(=O)c4ccco4)CC3)c21	15	99	84	-13%	.	.	.	.	-5%
COc1cc(C(=O)ON=C2C(C)=CC(=O)C=C2C)cc(OC)c1OC	.	.	.	14%	6	86	-6	86	9%
Nc1nc(N)nc(-c2ccc(Cl)cc2)n1	7	89	82	22%	-22	204	22	204	4%
COc1ccc(C2C(C(=O)N3CCCC3)CC(=O)N2c2ccc(OC)cc2)cc1 (stereo unspecified)	0	73	73	-48%	.	.	.	.	-6%
CC(C)CC(=O)O/N=C1\C(=O)N(c2ccccc2)c2ccccc21	.	.	.	2%	5	142	-5	142	6%
Cc1ccc(Cn2nnc3c(=O)n(CC(=O)NCc4ccco4)cnc32)cc1	-16	44	60	.	2	176	-2	176	.
COc1cccc(-c2nc(CS(=O)(=O)CC(=O)NCc3ccccc3OC)c(C)o2)c1	.	.	.	.	10	51	-11	51	.
Cc1cc(NC(=O)c2ccc(F)cc2F)n(-c2nc3ccccc3[nH]2)n1	.	.	.	10%	-3	190	3	190	-5%
Cc1ccc(-c2nc3nc4ccccc4nc3n2Cc2ccco2)cc1	-21	43	63	-4%	.	.	.	.	-11%
COc1nc(/C(N)=N/O)nc(N2CCCCC2)n1	3	97	94	-5%	-30	94	32	94	-2%
Following part.
SMILES	MRP reversal	MRP reversal cytotoxicity	MRP reversal with doxorubicin	PLAP inhibitors HTS	NFkB transloc inh	NFkB transloc inh cell count 2 µM	IL1B NFkB pot	IL1B NFkB pot cell count 2 µM	Bcl-B TR3 displacers
COc1ccc(S(=O)(=O)NCCCN2CCOCC2)c2ccccc12	3	85	82	-49%	3	137	-3	137	-5%
O=c1c(-c2nc3ccccc3s2)cccn1Cc1ccc(Cl)cc1	.	.	.	6%	3	129	-3	129	1%
OC(COC(c1ccc(Cl)cc1)c1ccc(Cl)cc1)CN1CCCC1 (stereo unspecified)	-26	25	51	-48%	-6	151	6	151	-4%
O=C(COc1ccc2ccccc2c1)NNC(=O)Cc1cccc2ccccc12	.	.	.	3%	3	104	-3	104	-10%
CC1=NN(/C(=N\c2nnc(C)s2)Nc2ccc(C(C)(C)C)cc2)[C@H](c2ccc(C)cc2)S1	-2	68	70	.	-12	120	12	120	.
CCOC(=O)c1sc2nc(C)cc(C)c2c1N	15	102	87	-8%	.	.	.	.	-7%
COc1ccccc1C1(CC(=O)O)CCOC(C)(C)C1 (stereo unspecified)	.	.	.	1%	4	179	-4	179	5%
COc1cc(OC)cc(C(=O)N2CCN(c3ccccc3F)CC2)c1	-33	43	76	-6%	5	80	-5	80	1%
COc1cc(C(=S)N2CCOCC2)cc(OC)c1OS(=O)(=O)c1ccc(NC(C)=O)cc1	.	.	.	-9%	-1	104	1	104	-5%
CN(C)c1nc(OCCNC(=O)Nc2ccccc2)nc(N(C)C)n1	-9	99	108	-64%	-41	136	?	.	-1%
CSc1ncccc1C(=O)OCC(=O)NC1CCS(=O)(=O)C1 (stereo unspecified)	-1	97	98	6%	-8	127	8	127	-6%
Cc1ccc(/C=C/C2=Cc3c(sc(NC(=O)CSc4n[nH]c(N)n4)c3C#N)C(C)(C)C2)o1	-24	29	52	-64%	50*	77*	-50	77	5%
COc1ccc(N(CC(=O)Nc2cccc(C(=O)O)c2)S(=O)(=O)c2c(C)noc2C)cc1	-6	96	102	-24%	1	151	-1	151	-5%
O=C(Cn1c(=O)[nH]c2ccsc2c1=O)N1CCN(c2ccc(F)cc2)CC1	-2	93	95	.	-10	159	10	159	.
O=C(NCc1cccs1)c1cccc(Nc2nc3ccc(Br)cc3[nH]2)c1	.	.	.	-34%	2	180	-2	180	0%
Cc1sc2nc(CN3CCCC3)nc(N3CCC(C(N)=O)CC3)c2c1C	8	92	84	-96%	3	112	-3	112	-2%
O=C(Nc1cccc(-c2nc3cc(Cl)ccc3o2)c1)C1CCCO1 (stereo unspecified)	0	79	79	-33%	-17	150	17	150	-34%
COC(=O)CN(c1cccc(C(C)=O)c1)S(C)(=O)=O	10	101	90	10%	7	192	-7	192	-5%
O=C(Nc1ccccc1C(=O)NCc1ccccc1)c1ccco1	-25	51	76	31%	4	155	-4	155	1%
O=C(N1CCCCC1)C1(c2ccccc2)CCOCC1	15	97	81	-60%	-5	72	5	72	0%
CCOC(=O)c1c(C)n(CCNC(C)=O)c2ccc(OC)cc12	12	74	62	-4%	8	168	-8	168	10%
Cc1ccc(NC(=O)/C(C#N)=C/c2ccc(C)s2)c(C)c1	10	98	88	10%	15	177	-15	177	-100%
COCCNC(=O)C1=C(N)C(C(=O)Nc2ccc(C)c(S(=O)(=O)N3CCCCC3)c2)SC1=Nc1ccc(C)cc1C (stereo unspecified)	.	.	.	-48%	0	175	0	175	-17%
Cc1ccc(NC(=O)CS(=O)CC(=O)NCCCc2ccccc2)cc1Cl (stereo unspecified)	.	.	.	14%	2	128	-2	128	0%
N#Cc1cc(-c2ccccc2)cnc1Sc1ccccc1	.	.	.	-23%	.	.	.	.	-2%
(next part)
SMILES	MRP reversal	MRP reversal cytotoxicity	MRP reversal with doxorubicin	PLAP inhibitors HTS	NFkB transloc inh	NFkB transloc inh cell count 2 µM	IL1B NFkB pot	IL1B NFkB pot cell count 2 µM	Bcl-B TR3 displacers
CCC(C)n1c(-c2cc(OC)c(OC)c(OC)c2)nc2nc3ccccc3nc21 (stereo unspecified)	.	.	.	-42%	-7	145	7	145	0%
CC(C)CCn1c(=O)c2ccccc2n2c(COC(=O)c3ccc(S(=O)(=O)N(C)C)cc3)nnc12	-15	80	95	-4%	.	.	.	.	-12%
CC1(C)Cc2noc(N)c2C(C)(C)N1O	-8	93	101	.	-15	64	15	64	.
O=C(NNc1nc(-c2ccccc2)cs1)c1ccccc1	.	.	.	-80%	10	76	-10	76	3%
O=C(Nc1nnc(-c2ccccc2)o1)Nc1ccccc1Cl	11	86	75	-46%	.	.	.	.	-1%
CCOC(=O)N1CCN(C(=O)CCc2c(C)nc3c(c(C)nn3-c3ccc(C)c(C)c3)c2C)CC1	.	.	.	-62%	.	.	.	.	34%
Cc1noc(C(=O)NCc2ccc(F)cc2)c1Cl	11	90	79	10%	0	156	0	156	8%
O=S(=O)(Nc1ccc(S(=O)(=O)Nc2ccccc2)cc1)c1ccccc1	7	97	90	-6%	7	166	-7	166	-2%
COc1ccc(C(=O)c2nc3c(n2O)CCCC3)cc1OC	-10	94	104	28%	2	188	-2	188	-5%
N#CC1=C2Nc3ccccc3N2C(=O)NC1(c1ccccc1)C(F)(F)F (stereo unspecified)	.	.	.	32%	2	187	-2	187	-33%
CC(C)(C)c1ccc(Cn2nnc3c(=O)[nH]c(C4CCCN(C(=O)Cc5cccs5)C4)nc32)cc1 (stereo unspecified)	-5	17	22	-38%	-1	109	1	109	7%
CC1(N2CCCCC2)CC2(O)C(=[N+]1[O-])CCC/C2=N\O (stereo unspecified)	-18	96	114	-90%	-8	176	9	176	25%
COc1cc(C(=O)NCC(c2ccco2)N2CCCC2)ccc1OCc1c(C)noc1C (stereo unspecified)	-12	65	77	-50%	.	.	.	.	-8%
CN(C)S(=O)(=O)c1cccc(C(=O)OCC(=O)Nc2ccccc2OC(F)F)c1	-9	88	97	6%	6	143	-6	143	-3%
COc1ccc(OC)c2c1CCC2=O	-4	89	94	.	-12	134	12	134	.
Cc1cc(NC(=O)C2CCCN(S(=O)(=O)c3c(C)noc3C)C2)no1 (stereo unspecified)	-2	81	82	-9%	6	201	-6	201	3%
O=c1c2ccccc2[nH]c(=S)n1CCN1CCN(Cc2ccccc2)CC1	4	79	75	-33%	-19	158	19	158	0%
CCn1c(=O)cc(OCC(=O)Nc2ccccc2N2CCN(C)CC2)c2ccccc21	-16	77	93	-46%	8	168	-8	168	-5%
Cc1ccccc1OCC(=O)N/N=C/c1cc2ccccc2nc1Cl	.	.	.	-1%	0	135	0	135	2%
O=c1cc(CO)occ1OCc1cccc(C(F)(F)F)c1	.	.	.	20%	5	120	-5	120	-3%
Cc1cccc(Nc2ccccc2C(=O)OCC(=O)N2CCOCC2)c1C	1	82	81	-41%	-8	149	8	149	-12%
CCOC(=O)c1sc(=NC(=O)c2ccc(OC)c(OC)c2)n(C)c1C	-8	20	29	-7%	2	131	-2	131	-4%
CCOC(=O)c1c(O)c2c([nH]c1=O)CCCC2	-19	90	110	12%	5	51	-5	51	2%
CCN(CC)c1ccc(C2C(C(=O)Nc3ccccn3)=C(C)NC3=C2C(=O)CC(C)(C)C3)cc1 (stereo unspecified)	21	96	75	-29%	-19	142	19	142	-18%
CC(=S)/C=C1\Sc2ccccc2N1C	.	.	.	23%	.	.	.	.	6%
Continuation:
SMILES	MRP reversal	MRP reversal cytotoxicity	MRP reversal with doxorubicin	PLAP inhibitors HTS	NFkB transloc inh	NFkB transloc inh cell count 2 µM	IL1B NFkB pot	IL1B NFkB pot cell count 2 µM	Bcl-B TR3 displacers
CC1(C(=O)N2CC3(CC(c4ccccc4)=NO3)C[C@H]2C(=O)NCC(N)=O)CC1 (stereo partly specified)	.	.	.	-13%	3	98	-3	98	1%
O=[N+]([O-])c1nn(-c2ccc3c(c2)OCCO3)n(O)c1=NCc1ccccc1Cl	.	.	.	13%	-92	144	92*	144*	-8%
COc1c(C)cc(Br)cc1C(=O)Nc1ccc(N2CCN(S(C)(=O)=O)CC2)cc1	-14	92	106	12%	2	148	-1	148	3%
COC(=O)Cn1c(C)c(C(C)=O)c(C(C)=O)c1C	.	.	.	-1%	-4	99	4	99	3%
COc1ccc(-c2nnc3n2N=C(C)CS3)cc1	12	84	72	-18%	-52	58	?	.	-2%
C=C(C)c1cccc(C(C)(C)NC(=O)N2CC(C)OC(C)C2)c1 (stereo unspecified)	4	104	100	-39%	0	170	0	170	-5%

Screening data: PubChem BioAssay, several laboratories

A portion of the library. The share of hits here may be higher or lower than overall.
